Screening data deposited in PubChem by National Center for Advancing Translational Sciences (NCATS).
RGS12 GoLoco inh – inhibitors of human Gai1-RGS12 GoLoco interaction (red fluorophore); Gai1:RGS12 GoLoco peptide FP, rhodamine, 10 min; Potency, µM (doses to about 61.6 µM), for the others: top-dose activity, negative = inhibition, usual class: inhibitors; 230,000 tested, 0.44% active; AID 880; active = well fitted inhibition curve with a large enough effect, not every such curve was filed as active; inactive = no such curve, though single readings can be large or run the other way; note: % is set by controls: 0 for no effect and ±100 for the full control effect; nearly all actives have a fitted effect of over 30% in size; many of its hits are not listed in these tables
Target sequence (P63096 whole entry, looked up): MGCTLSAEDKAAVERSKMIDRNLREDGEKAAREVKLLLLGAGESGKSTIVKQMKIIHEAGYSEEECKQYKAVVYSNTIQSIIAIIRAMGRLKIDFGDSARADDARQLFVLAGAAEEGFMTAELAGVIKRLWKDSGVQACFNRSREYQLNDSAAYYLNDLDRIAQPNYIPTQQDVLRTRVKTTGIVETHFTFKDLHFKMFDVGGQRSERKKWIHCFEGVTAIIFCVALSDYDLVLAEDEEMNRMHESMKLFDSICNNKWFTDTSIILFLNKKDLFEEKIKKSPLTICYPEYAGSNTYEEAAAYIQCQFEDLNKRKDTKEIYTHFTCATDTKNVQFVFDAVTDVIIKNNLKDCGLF
Epigenetic derep – epigenetic control regulation, reporter derepression; murine LDR cells, GFP reporter derepression, 30 h; 280,000 tested, 0.2% active; Potency, µM (highest dose often 53.9 µM), inactives show at the highest dose GFP activation, hits mostly activators; AID 1865; note: % of control where 0% means no effect; nearly all actives have a fitted effect of over 60% in size
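Murine LDR cells bearing a silenced CMV-driven GFP reporter were exposed to compound for 30 h at 37 C. After PBS washes, GFP-positive cells (20-120 um objects) counted by laser-scanning microplate cytometry.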
NPSR antag – neuropeptide S receptor (human) antagonism, cAMP; 220,000 tested, 1% active; CHO-NPSR cells, cAMP TR-FRET, antagonist mode; Q6W5P4; AID 1461; Potency, µM (titrated, usually from 38.3 µM), without a hit: at the highest dose activity change, negative = inhibition, actives largely listed as inhibitors; note: % is set by controls: 0 for no effect and ±100 for the full control effect; nearly all actives have a fitted effect of over 50% in size; many of its hits are not listed in these tables
Target sequence (Q6W5P4 whole entry, looked up): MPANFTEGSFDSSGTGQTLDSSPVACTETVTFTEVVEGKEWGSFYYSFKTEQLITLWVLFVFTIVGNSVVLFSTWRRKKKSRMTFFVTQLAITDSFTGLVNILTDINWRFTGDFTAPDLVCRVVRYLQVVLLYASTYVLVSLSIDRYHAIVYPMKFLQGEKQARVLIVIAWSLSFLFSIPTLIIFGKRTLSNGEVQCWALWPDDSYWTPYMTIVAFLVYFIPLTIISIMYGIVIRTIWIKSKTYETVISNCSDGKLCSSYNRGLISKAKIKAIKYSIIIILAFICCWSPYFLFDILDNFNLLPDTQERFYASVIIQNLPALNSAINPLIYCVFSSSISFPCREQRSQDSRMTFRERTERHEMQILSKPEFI
SMN2 splice up – enhancers of SMN2 splice variant expression; HEK293 SMN2-luciferase splicing reporter, luminescence, 30-36 h; Potency, µM (series often up to 46.1 µM), without a hit: top-dose activity change, positive = activation, most hits filed as activators; 210,000 tested, 2.8% active; AID 1458; note: % of control where 0% means no effect; nearly all actives have a fitted effect of over 55% in size
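HEK293 cells carry an SMN2 […]–luciferase reporter in which exon 7 inclusion puts luciferase in frame. Cells were plated 10-12 h before compound addition, then incubated 30-36 h at 37C. ONE-Glo luminescence was read; sodium butyrate at 4.5 mM final served as control.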
KinaseGlo FLuc – counter-screen: inhibitors of Kinase-Glo firefly luciferase; Q27757; Kinase-Glo luciferase, ATP luminescence, 8 min; Potency, µM (titrated, usually from 38.3 µM), for inactives: at the highest dose activity change, negative = inhibition, actives largely listed as inhibitors; 200,000 tested, 0.28% active; AID 1379; note: % is set by controls: 0 for no effect and ±100 for the full control effect; nearly all actives have a fitted effect of over 60% in size
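Luminescence was the read-out, taken after 8-minute incubation at ambient temperature. Luciferase turned over luciferin with 10 uM ATP in imidazole pH 7.2 buffer containing KCl, MgCl2, Tween 20 and BSA.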
JMJD2E inh – inhibitors of human JMJD2E histone demethylase | B2RXH2 | JMJD2E catalytic domain, FDH-coupled NADH fluorescence (FDH is formaldehyde dehydrogenase) | Potency, µM (highest dose often 57.1 µM), for the others: at the highest dose activity change, negative = inhibition, actives largely listed as inhibitors | 230,000 tested, 1.6% active | AID 2147; active = well fitted inhibition curve with a large enough effect, not every such curve was filed as active; inconclusive = small, poorly fitted or top-dose-only effect, or another doubt; inactive = no such curve, though single readings can be large or run the other way;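 note: 0% = wells with enzyme and -100% = buffer wells without enzyme; nearly all actives have a fitted effect of over 50% in size; many of its hits are not listed in these tables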
Target sequence (B2RXH2 1-337 limits assumed): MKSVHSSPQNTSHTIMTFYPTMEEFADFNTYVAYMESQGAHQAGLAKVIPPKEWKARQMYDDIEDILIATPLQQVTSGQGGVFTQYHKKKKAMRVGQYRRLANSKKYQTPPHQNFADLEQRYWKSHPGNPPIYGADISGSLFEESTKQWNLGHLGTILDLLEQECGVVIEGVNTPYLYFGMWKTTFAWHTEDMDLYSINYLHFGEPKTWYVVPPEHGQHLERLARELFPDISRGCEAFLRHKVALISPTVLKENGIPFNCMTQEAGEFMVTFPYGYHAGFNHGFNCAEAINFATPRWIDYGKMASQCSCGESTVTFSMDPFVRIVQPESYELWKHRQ
IMPase Li inh – cell-permeable IMPase inhibitors with lithium potentiation; CHO-M1 cells, IP1 TR-FRET (IP-One), carbachol + lithium; Potency, µM (titrated, usually from 59.4 µM), inactives show at the highest dose activity, negative = IMPase inhibition, usual class: inhibitors; 210,000 tested, 0.35% active; AID 1457;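 note: IP1 builds up when IMPase is blocked and the TR-FRET signal falls; plate controls were basal vehicle for no effect and high inhibitor control for full effect; nearly all actives have a fitted effect of over 50% in size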
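Lithium-sensitised IP1 accumulation assay; M1-expressing CHO cells treated 30 min at 37C with compound. Competitive antibody detection by time-resolved FRET followed a 10 min room-temperature lysis step.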
RECQ1 helicase – inhibitors of human RECQ1 DNA helicase; 240,000 tested, 0.54% active; Potency, µM (top dose mostly 57.3 µM), for inactives: at the top dose activity, negative = inhibition, usual class: inhibitors; RECQ1 DNA unwinding, red fluorescence kinetic read; P46063;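 note: plate controls were vehicle for no effect and no enzyme for full effect; nearly all actives have a fitted effect of over 30% in size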
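50 nM RECQ1T1 preincubated 15 min with compound in Tris pH 8.0 buffer with MgCl2, DTT, Tween-20 and 2.5 ug/ml poly(dI-dC); started with 200 nM TAMRA/BHQ-2 forked duplex and 2 mM ATP. Unwinding read as fluorescence (525/598 nm), two reads 2 h apart.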
Numbers without * were called inactive; i = inactive; u = inconclusive; x = no result given; & = joins results of further samples; [ ] = dose if it differs, or a comment. Unless noted, calls come from the whole dose curve; as a rule, active = well fitted curve in the direction sought with a large enough effect; inconclusive = small, poorly fitted or top-dose-only effect, or another doubt; inactive = no such curve, though single readings can be large; an effect the other way counts as inactive or inconclusive. Potency is the fitted concentration of half-maximal effect. These rows are one share of the data; the hit share may differ from the screen's.

Order of results – NPSR antag	Epigenetic derep	RECQ1 helicase	SMN2 splice up	IMPase Li inh	KinaseGlo FLuc	JMJD2E inh	RGS12 GoLoco inh
1. O=C(NC(=O)c1cnccc1C(F)(F)F)Nc1ccccc1
 : -17%	1.1%	-6%	x	x	x	-4%	-9%
2. CCOC(=O)C1CCN(C(=O)Nc2cc(Cl)cc(Cl)c2)CC1
 : -58%	1.0%	i	x	x	x	9%	10%
3. Cc1cc(C)n(-c2ccc(Cl)c(C(=O)O)c2)n1
 : 18%	-0.1%	-4%	x	17%	-3%	9%	18%
4. O=C(Nc1ccc(O)cc1)/C(=C/c1ccco1)NC(=O)c1ccccc1
 : -1%	0.0%	i	x	x	x	-2%	-3%
5. CCOc1ccc(CN2CCN(Cc3cccn3-c3ncccn3)CC2CCO)cc1 (stereo unspecified)
 : -4%	-0.6%	i	x	14%	3%	1%	-2%
6. O=C(Nc1ccccc1)c1cccc(N2CCCC2=O)c1
 : 1%[46.1 µM]	-2.1%	i	u	20%[38.3 µM]	-4%	4%	6%
7. O=C(C1CCC(C(=O)N2CCCCC2)CC1)N1CCCCC1 (stereo unspecified)
 : -6%[46.1 µM]	1.8%	-7%	1%	23%[38.3 µM]	-3%	6%	1%
8. N#Cc1nc(-c2ccc(F)cc2)oc1NCc1cccc2c1OCO2
 : -60%	0.9%	11%	-6%	5%	1%	3%	-4%
9. C#CCOCCCC(=O)O
 : x	x	x	-20%[9.22 µM]	-1%	-3%[7.66 µM]	x	13%[14.2 µM]
10. Cc1ccc(S(=O)(=O)CCC(=O)NCc2ccc(Cl)cc2)cc1
 : -8%[46.1 µM]	-0.9%	-12%	x	x	x	-4%	x
11. COCCNC(=O)CSC1=N/C(=C/c2ccc(Cl)c(Cl)c2)C(=O)N1c1ccccc1F
 : -40%	-0.1%	-21%	-22%	7%	3%	u	7%
12. CCCCc1ccc(-c2ccc(Br)cc2O)nc1
 : -3%[46.1 µM]	0.1%	-6%	u	11%[38.3 µM]	14%	6%	4%
13. O=C(Cn1nnc2ccccc21)c1cccc([N+](=O)[O-])c1
 : 13%	-0.9%	i	5%	8%	4%	-6%	7%
14. COc1ccc(CCCC(=O)Nc2ccccc2F)cc1
 : 4%	1.1%	i	15%	2%	1%	5%	-3%
15. CCCC(=O)n1nc(-c2cccnc2)nc1NCc1cccs1
 : -15%	0.0%	-3%	x	13%	x	-5%	6%
16. Cc1cc(C)c(C(=O)Nc2ccc(Br)c(C(F)(F)F)c2)c(C)c1
 : -45%	1.1%	-2%	-39%[inhibitor]	16%	-2%	-4%	1%
17. C=C(C)C(=O)OC[C@@H]1CCC[N@+]2(C)CCCCC12 (stereo partly specified)
 : x	2.3%	i	3%	33%[activator]	-1%	-28%	-13%
18. c1ccc(Cn2c(Nn3cnnc3)nc3ccccc32)cc1
 : -2%[46.1 µM]	-1.2%	i	15%	15%[38.3 µM]	2%	5%	2%
19. CN(C)C(=O)c1ccc(-c2nc(N(C)C)c3ccccc3n2)cc1
 : x	8.5%	-1%	25%	22%	11µM*	u	2%
20. O=C(c1ccco1)N1CCN(C(=O)C2CC(c3ccc(Cl)cc3)=NO2)CC1 (stereo unspecified)
 : -2%[46.1 µM]	-0.1%	-5%	-15%	24%[38.3 µM]	-1%	3%	6%
21. N#CC(C(=O)OC1CCCCC1)c1nc2ccccc2nc1N1CCOCC1 (stereo unspecified)
 : u	u	7%	-23%	-4%[38.3 µM]	13%	4%	8%
22. NC(=O)c1ccccc1NS(=O)(=O)c1ccc(F)cc1
 : 6%	4.1%	-2%	-6%	1%	1%	u	-1%
23. CCN1CCCC1CN(Cc1cc2cc(C)ccc2[nH]c1=O)C(=O)Nc1ccccc1OC (stereo unspecified)
 : -17%[46.1 µM]	-1.9%	2%	u	26%[38.3 µM]	-8%	1%	35%
24. Cc1cccnc1NC1CCCCC1
 : 17%	-2.6%	1%	5%	15%	-2%	-16%	-2%
25. Cn1c(=O)n(C)c2cc(S(=O)(=O)N3CCOCC3)ccc21
 : -1%[46.1 µM]	-2.1%	-3%	20%	16%[38.3 µM]	3%	-2%	-6%
26. CCOC(=O)c1c(C)c2c(n1C)CCC/C2=N\O
 : 4%[46.1 µM]	0.9%	-5%	-21%	-4%[38.3 µM]	1%	0%	-1%
27. Nc1nc(Nc2ccccc2)n[nH]1
 : -16%	1.0%	i	x	x	x	-5%	4%
28. COc1ccc(-c2noc(CN(C(=O)c3ccc(OC(C)=O)cc3)C(C)C)n2)cc1OC
 : 3%[46.1 µM]	0.0%	-3%	-11%	26%[38.3 µM]	-1%	-4%	1%
29. Cc1cccc(NC(=O)C2CCN(S(=O)(=O)c3cccc4cccnc34)CC2)c1
 : -7%[46.1 µM]	1.0%	-7%	-8%	7%[38.3 µM]	-3%	-1%	0%
30. CCOc1ccc(NC(=S)N(CCN2CCOCC2)Cc2cc3cc4c(cc3[nH]c2=O)OCCO4)cc1
 : 36%	0.0%	9%	x	13%	-3%	u	13%

Additional records
Order of results – NPSR antag	Epigenetic derep	RECQ1 helicase	SMN2 splice up	IMPase Li inh	KinaseGlo FLuc	JMJD2E inh	RGS12 GoLoco inh
31. C=CCN(CC=C)CC(O)CN(c1cc([N+](=O)[O-])ccc1OC)S(=O)(=O)c1ccccc1 (stereo unspecified)
 : 1%	2.8%	-10%	-4%[1.84 µM]	1%	1%	-2%	1%
32. COc1ccc(C(=O)N/C(=C\c2cc(OC)c(OC)cc2[N+](=O)[O-])C(=O)NCCO)cc1
 : -2%	-1.9%	i	10%	6%	3%	-3%	12%
33. O=[N+]([O-])c1cc2c(cc1/C=N/n1cnnc1)OCO2
 : 5%	-2.6%	-7%	-20%	-8%	-5%	1%	5%
34. Cc1noc(C)c1S(=O)(=O)N1CCCC(C(=O)Nc2cccnc2)C1 (stereo unspecified)
 : -14%[46.1 µM]	0.0%	-3%	-15%	-9%[38.3 µM]	0%	9%	3%
35. O=C(O/N=C1\CCCc2ccccc21)C1CC1
 : 2%	-1.4%	-4%	-14%	0%	-3%	-3%	7%
36. CC(=O)N1CCc2cc(Br)cc(S(=O)(=O)NCCN3CCCCC3C)c21 (stereo unspecified)
 : -1%[46.1 µM]	0.9%	9%	8%	0%[38.3 µM]	-1%	0%	7%
37. O=C(COC(=O)/C=C/c1ccc(S(=O)(=O)N2CCOCC2)cc1)NCc1ccc(Cl)cc1
 : 0%	3.2%	i	-13%	1%	0%	8%	5%
38. CCCCN(C(=O)/C=C/c1ccco1)c1c(N)n(CC(C)C)c(=O)[nH]c1=O
 : 2%	0.9%	i	13%	-10%	-2%	0%	4%
39. CC(C)(C)c1ccc(-c2nnc3sc(-c4ccncc4)nn23)cc1
 : -26%[46.1 µM]	0.9%	u	5%	26%[38.3 µM]	-2%	0%	-4%
40. O=C(Nc1ccccc1C(F)(F)F)c1cc(S(=O)(=O)N2CCOCC2)ccc1F
 : -1%[46.1 µM]	-1.0%	9%	-14%	10%	-1%	-3%	-3%
41. CC(=O)OCC(=O)[C@H]1CC[C@H]2[C@@H]3CCC4=CC(=O)CC[C@]4(C)[C@H]3CC[C@]12C
 : -20%	-4.0%&0.1%	-5%	-79%[inhibitor]	17%&-14%	4%	-16%	10%&12%
42. CCCN(CC1COc2ccccc2O1)C(=S)Nc1ccc(C)cc1 (stereo unspecified)
 : -21%[46.1 µM]	0.0%	-16%	13%	14%	0%	-4%	-2%
43. Cc1ccc(CN2CCN(Cc3cn[nH]c3-c3cccc(F)c3)CC2CCO)o1 (stereo unspecified)
 : -13%	-0.7%	i	x	15%	1%	-23%	-2%
44. CC(C)CN(C(=O)CN1CCN(S(=O)(=O)c2ccc3ccccc3c2)CC1)c1c(N)n(CC(C)C)c(=O)[nH]c1=O
 : 0%	-1.8%	-1%	0%	2%	2%	4%	-11%
45. COc1ccccc1C(=O)OCC(=O)Nc1ccccc1OC(F)F
 : 11%	-1.1%	0%	x	x	x	-6%	-7%
46. COc1ccc(NC(=O)C(c2ccc(OC)cc2)N(Cc2ccco2)C(=O)CC2NC(=O)NC2=O)cc1 (stereo unspecified)
 : 7%	0.0%	-11%	5%	-10%	1%	-2%	-4%
47. COc1ccc(Cl)cc1N(C)C(=O)CCc1nc(-c2ccc(C)cc2)no1
 : u	0.0%	-19%	-42%[inhibitor]	25%[38.3 µM]	7%	4%	4%
48. CCSc1nnc(NC(=O)CSc2nnc(Cc3cccn3C)n2-c2ccc(F)cc2)s1
 : -17%[46.1 µM]	-1.0%	-26%	x	x	x	-4%	x
49. N[C@@H](C(=O)O)c1ccc(C(=O)O)c(O)c1
 : x	5.8%	-2%	x	9%	6%	u	2%
50. COc1ccc(-n2c(O)c(C=Nc3ccccc3)c3ccccc3c2=O)cc1
 : -9%	5.2%	-5%	-3%	-4%	-1%	4%	5%
51. O=C(Nc1cc([N+](=O)[O-])ccc1F)c1cccs1
 : 9%	-0.8%	i	-2%	-5%	2%	4%	-1%
52. Cc1ccccc1NC(=S)NC(NC(=O)c1ccco1)C(Cl)(Cl)Cl (stereo unspecified)
 : 7%	1.5%	-8%	10%	10%	-3%	-6%	8%
53. O=C(COC(=O)COc1cccc2ccccc12)NCC(F)(F)F
 : 12%	-1.5%	-2%	-5%	4%	1%	-6%	2%
54. O=C(CN(CC1CCCO1)C(=O)CCC(=O)Nc1ccccn1)NCc1ccccc1 (stereo unspecified)
 : 5%[46.1 µM]	-0.8%	-12%	18%	-1%	-1%	2%	-9%
55. CN(C)c1cccc(C(=O)N2CCCC(C(=O)c3cc(F)ccc3F)C2)c1 (stereo unspecified)
 : 8%	0.0%	i	x	15%	0%	3%	0%
56. Cc1cccc(C)c1NC(=O)CSc1nnc(-c2ccoc2C)n1C
 : 3%[46.1 µM]	0.9%	-20%	-1%	-15%[38.3 µM]	2%	-1%	-2%
